# Bioassay records: PubChem BioAssay, several laboratories
# BAP1 inh: human BAP1 deubiquitinase inhibition | activity remaining (% of control), % at 20 µM | hit rate 0.48% among 72,000 | recombinant BAP1, Ub-AMC hydrolysis fluorescence kinetic; active compounds read low | Q92560;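 active = activity remaining at or below 50% of control, provided the compound also passes the data quality filters; inactive = the rest, including low values that fail the filters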;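 note: 100% = DMSO wells rate and 0% = substrate alone blank rate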
# Target sequence (Q92560 whole entry, looked up): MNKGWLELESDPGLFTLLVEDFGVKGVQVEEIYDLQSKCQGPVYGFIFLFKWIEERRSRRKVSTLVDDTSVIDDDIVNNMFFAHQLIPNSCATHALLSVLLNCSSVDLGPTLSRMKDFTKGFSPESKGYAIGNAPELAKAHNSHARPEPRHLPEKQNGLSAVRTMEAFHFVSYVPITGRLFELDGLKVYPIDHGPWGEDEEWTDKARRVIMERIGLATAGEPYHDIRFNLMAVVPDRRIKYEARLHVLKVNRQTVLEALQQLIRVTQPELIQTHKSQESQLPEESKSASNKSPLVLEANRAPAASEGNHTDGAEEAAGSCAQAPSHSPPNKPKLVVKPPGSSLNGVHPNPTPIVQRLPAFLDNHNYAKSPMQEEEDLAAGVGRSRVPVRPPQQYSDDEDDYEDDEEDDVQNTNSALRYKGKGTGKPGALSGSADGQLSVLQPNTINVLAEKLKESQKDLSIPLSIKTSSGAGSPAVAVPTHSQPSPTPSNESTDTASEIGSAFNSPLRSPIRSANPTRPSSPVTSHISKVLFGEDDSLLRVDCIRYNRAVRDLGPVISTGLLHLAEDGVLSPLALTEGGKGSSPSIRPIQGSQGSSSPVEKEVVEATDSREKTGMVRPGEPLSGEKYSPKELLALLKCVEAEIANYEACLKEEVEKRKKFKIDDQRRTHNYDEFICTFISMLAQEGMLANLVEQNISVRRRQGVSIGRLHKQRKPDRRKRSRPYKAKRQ
# HePTP inh: inhibitors of human HePTP phosphatase. P35236. recombinant HePTP phosphatase activity, OD absorbance. inhibition, % at 20 µM. hit rate 0.64% among 110,000. AID 521; in the data active = inhibition above about 50%;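 note: plate controls were vehicle for no effect and reference inhibitor for full effect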
# Target sequence (P35236 whole entry, looked up): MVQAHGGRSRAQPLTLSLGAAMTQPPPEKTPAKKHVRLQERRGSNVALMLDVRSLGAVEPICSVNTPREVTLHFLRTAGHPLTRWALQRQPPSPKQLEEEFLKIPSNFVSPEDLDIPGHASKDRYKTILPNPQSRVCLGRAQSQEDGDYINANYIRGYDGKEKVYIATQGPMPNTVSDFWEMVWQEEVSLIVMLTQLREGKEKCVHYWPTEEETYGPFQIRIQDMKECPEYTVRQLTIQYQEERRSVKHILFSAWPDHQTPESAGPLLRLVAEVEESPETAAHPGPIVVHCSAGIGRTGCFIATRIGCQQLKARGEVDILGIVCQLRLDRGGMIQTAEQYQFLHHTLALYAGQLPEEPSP
# Starred values were filed as active, the others as inactive; / = no result given; & = joins results of further samples. Not a hit list; any-hit rate near 0.7%.
# Preview (24 entries):
HePTP inh	BAP1 inh	canonical_smiles
-2	/	Clc1cccc(OCCCCN2CCCC2)c1
11	150	Cc1cc(NC(=O)CSc2nc(-c3ccccc3)cs2)no1
10	/	COc1ccc(NC(=O)CN2C(=O)/C(=C/c3cccc(Br)c3)SC2=S)cc1
-10	/	COc1ccc(OC(C)C(=O)NCCc2nc3ccccc3[nH]2)cc1 (centres undefined)
8	87	C1CN(c2nc3nonc3nc2N2CCOCC2)CCO1
6	/	Cc1c(C(=O)Nc2ccc(I)cc2Cl)cccc1[N+](=O)[O-]
5	84	CCS(=O)(=O)c1ccc(O)c(NC(=O)Nc2ccccc2)c1
5	92	COc1ccc(N(CC(=O)Nc2ccc3c(c2)OCO3)S(C)(=O)=O)c(OC)c1
7	114	CCC(C)(NC(=O)c1ccccn1)C(=O)NC1CCCCC1 (centres undefined)
8	63	O=C(O)C1C2C=CC(O2)C1C(=O)Nc1ccc(S(=O)(=O)N2CCc3ccccc32)cc1 (centres undefined)
4	/	CC(C)OC(=O)c1cn(-c2ccccc2)nc1-c1ccco1
-2	103	COC(=O)Cn1c2c(c3cc(C)ccc31)CCCC2
0	/	CCOc1c(C(N)=O)c(-c2ccccc2)c2c(=O)[nH]c3ccccc3n12
/	96	O=C(Cn1cnc2c(nnn2Cc2ccc(Cl)cc2)c1=O)OCc1ccccc1
7	91	COC(=O)NC1CSCC1OC(=O)CN1C(=O)c2ccccc2C1=O (centres undefined)
2	129	O=C(O)c1ccc(CSc2ncn[nH]2)cc1
6	/	Cc1cccc(/C=N/NC(=O)c2cncc(Br)c2)c1O
0	/	COCC(C)(C)NS(=O)(=O)c1ccccc1
-2	85	COC(=O)c1c(N)c2ccccc2[nH]c1=O
3	90	COC(=O)C1=C(NC(=O)c2cccc(C)c2)CCS1
7	90	COC(=O)c1sccc1NC(=O)c1cc(C)on1
5	/	O=C1CC(c2ccccc2)CN1C(=O)C12CC3CC(CC(C3)C1)C2 (centres undefined)
7	89	COc1ccc(OCCOC(=O)c2cccs2)cc1
6	100	Fc1ccc(CN2CCCCCCC2)c(F)c1

# The list itself, from the first entry:
HePTP inh	BAP1 inh	canonical_smiles
-2	/	Clc1cccc(OCCCCN2CCCC2)c1
11	150	Cc1cc(NC(=O)CSc2nc(-c3ccccc3)cs2)no1
10	/	COc1ccc(NC(=O)CN2C(=O)/C(=C/c3cccc(Br)c3)SC2=S)cc1
-10	/	COc1ccc(OC(C)C(=O)NCCc2nc3ccccc3[nH]2)cc1 (centres undefined)
8	87	C1CN(c2nc3nonc3nc2N2CCOCC2)CCO1
6	/	Cc1c(C(=O)Nc2ccc(I)cc2Cl)cccc1[N+](=O)[O-]
5	84	CCS(=O)(=O)c1ccc(O)c(NC(=O)Nc2ccccc2)c1
5	92	COc1ccc(N(CC(=O)Nc2ccc3c(c2)OCO3)S(C)(=O)=O)c(OC)c1
7	114	CCC(C)(NC(=O)c1ccccn1)C(=O)NC1CCCCC1 (centres undefined)
8	63	O=C(O)C1C2C=CC(O2)C1C(=O)Nc1ccc(S(=O)(=O)N2CCc3ccccc32)cc1 (centres undefined)
4	/	CC(C)OC(=O)c1cn(-c2ccccc2)nc1-c1ccco1
-2	103	COC(=O)Cn1c2c(c3cc(C)ccc31)CCCC2
0	/	CCOc1c(C(N)=O)c(-c2ccccc2)c2c(=O)[nH]c3ccccc3n12
/	96	O=C(Cn1cnc2c(nnn2Cc2ccc(Cl)cc2)c1=O)OCc1ccccc1
7	91	COC(=O)NC1CSCC1OC(=O)CN1C(=O)c2ccccc2C1=O (centres undefined)
2	129	O=C(O)c1ccc(CSc2ncn[nH]2)cc1
6	/	Cc1cccc(/C=N/NC(=O)c2cncc(Br)c2)c1O
0	/	COCC(C)(C)NS(=O)(=O)c1ccccc1
-2	85	COC(=O)c1c(N)c2ccccc2[nH]c1=O
3	90	COC(=O)C1=C(NC(=O)c2cccc(C)c2)CCS1
7	90	COC(=O)c1sccc1NC(=O)c1cc(C)on1
5	/	O=C1CC(c2ccccc2)CN1C(=O)C12CC3CC(CC(C3)C1)C2 (centres undefined)
7	89	COc1ccc(OCCOC(=O)c2cccs2)cc1
6	100	Fc1ccc(CN2CCCCCCC2)c(F)c1
11	103	O=c1[nH]c2ccc(Cl)cc2c(-c2ccccc2)c1CN1CCOCC1
1	97	Cc1cc(C)n(-c2ccc(OCC(=O)O)nn2)n1
-15	/	O=C1NC(=O)C(=Cc2ccc(OC(=O)c3cccc([N+](=O)[O-])c3)cc2)C(=O)N1
/	130	O=C(O)C1CCN(S(=O)(=O)c2ccc(Br)cc2)CC1
6	82	Cn1c(CSc2ccccc2)c(C#N)c2ccccc21
/	121	CCN1C(=O)c2cccc3c(NC(=O)C45CC6CC(CC(C6)C4)C5)ccc1c23
-2	77	Cc1ccc2nc(NC(=O)CN(C)S(=O)(=O)c3cccc4nsnc34)sc2c1
-4	96	CCC(=O)c1cc2c(C)cc(=O)oc2c(C)c1O
5	96	CSc1nc(O)c(C2OC(=O)c3ccccc32)c(=O)[nH]1 (centres undefined)
0	92	CCN(CC)S(=O)(=O)c1cc(C(=O)Nc2ccc(Cl)cn2)ccc1C
4	113	COc1ccccc1OCC(=O)NCC1CCCCC1
7	88	Cc1nnc(Nc2ccc(C(=O)NCCO)cc2)c2ccccc12
5	90	CCCOc1ccc(-c2nnc(N)s2)cc1
-6	/	CC(C)OC(=O)c1c(-c2ccc(Cl)cc2Cl)csc1NC(=O)C1C2CCC(C2)C1C(=O)O (centres undefined)
12	/	Cc1ccc2nsnc2c1NC(=O)c1cc([N+](=O)[O-])ccc1Cl
5	105	COc1cc(-n2cnnn2)ccc1S(=O)(=O)N1CCOCC1
-9	91	Cc1cn(S(=O)(=O)c2ccc(Br)c3ccccc23)cn1
6	97	CCOC(=O)c1[nH]cnc1C(=O)NC1CCCCC1
5	/	O=C(c1ccc(Cl)c(Cl)c1)N1CCN(c2ccc([N+](=O)[O-])cc2Cl)CC1
-5	/	COc1ccccc1-c1noc(CCC(=O)Nc2ccccc2Cl)n1
6	100	COC(=O)Cn1ncn2cccc2c1=O
-1	81	O=C(CC1SCCNC1=O)Nc1cc(Cl)cc(Cl)c1 (centres undefined)
-18	/	c1ccc2nc(NCc3ccncc3)ccc2c1
2	/	Cc1ccc([N+](=O)[O-])cc1NC(=O)C(C)Oc1ccccc1 (centres undefined)
0	/	COc1cc(Br)c(CCNC(=O)c2ccc(Cl)cc2)cc1OC
-3	/	N/C(=N\OC(=O)c1ccco1)c1ccc(Cl)cc1
8	67	O=S(=O)(Nc1ccc2c(c1)oc1ccccc12)N1CCCC1
-3	/	Cc1onc(-c2ccccc2)c1C(=O)NCCCN1CCN(CCCNC(=O)c2c(-c3ccccc3)noc2C)CC1
35	127	COc1ccc(CC(=O)Nc2ccc(-c3nnc(-c4ccccc4)o3)cc2)cc1OC
-8	/	Cc1cccc(NC(=O)c2c(NC(=O)C(C)(C)C)sc3c2CCCC3)c1
6	/	Cc1ccc(S(=O)(=O)N2CCN(C3CCCCCC3)CC2)cc1
6	/	COc1ccc(Br)cc1CNC(Cc1ccccc1)c1ccccc1 (centres undefined)
9	/	O=[N+]([O-])c1cc(F)c(N2CCOCC2)cc1N1CCCCC1
6	104	CCOC(=O)NC(Nc1ccc(S(N)(=O)=O)cc1)(C(=O)OCC)C(F)(F)F (centres undefined)
8	79	Clc1ccc(C(c2nnnn2C2CCCCC2)N(Cc2cccnc2)Cc2ccco2)cc1 (centres undefined)
7	100	c1ccc2c(c1)nc1n2C2(N3CCOCC3)CCCC2C1N1CCOCC1 (centres undefined)

# The list goes on.
HePTP inh	BAP1 inh	canonical_smiles
9	87	C=CCn1c(SCC(N)=O)nnc1-c1cc(Br)ccc1O
8	/	Cc1nc2ccc(Cl)cn2c1C(=O)NN=C1CCCCC1
/	63	CCOc1ccc(NC(=O)c2cccc(Cl)c2)c([N+](=O)[O-])c1
/	104	O=C(Nc1ccc(-c2csc(-c3ccccc3)n2)cc1)c1ccc(Br)cc1
7	/	C=COCCNC(=O)C(=O)Nc1ccc(C)cc1C
-1	/	Cc1c(-c2ccccc2)nc(N)c(C#N)c1-c1ccco1
-13	94	Cc1ccc(OCC(=O)O)c(-n2nc3ccccc3n2)c1
3	104	Cc1ccc(-c2nnc3c4ccccc4c(C)nn23)cc1S(=O)(=O)N1CCN(CCO)CC1
5	63	CCCOn1c(OCC(C)C)nc2ccccc2c1=O
7	81	CC1CCCCN1CCNC(=O)c1ccc2c(=O)n(CCc3ccccc3)c(=O)[nH]c2c1 (centres undefined)
8	107	O=C(CSc1ncnc2nc[nH]c12)N1CCN(c2ccccc2)CC1
/	74	Oc1ccc2ccccc2c1CNc1ccccn1
-2	88	CCc1ccccc1N(CC(=O)N1CCN(c2ccccc2F)CC1)S(C)(=O)=O
-6	91	CCOC(=O)C1CCCN(C(=O)CN(c2ccc(OC)cc2)S(=O)(=O)c2c(C)noc2C)C1 (centres undefined)
-7	93	Cn1c(=O)cc(OCC(=O)NCCCN2CCN(c3ccccc3F)CC2)c2ccccc21
-14	/	O=C1c2cc(S(=O)(=O)N(CCO)CCO)ccc2-c2ccc(S(=O)(=O)N(CCO)CCO)cc21
-7	/	O=C(c1ccccc1)N1CCN(C2CCC(c3ccccc3)CC2)CC1 (centres undefined)
1	73	O=C(c1cnc2ccccn2c1=O)N1CCCc2ccccc21
3	/	COc1cccc(C2Nc3ccc(C(=O)c4ccccc4)cc3NC3=C2C(=O)CCC3)c1 (centres undefined)
-12	/	CC(C)COC(=O)c1ccc(NC(=O)c2ccc(Cl)c(Cl)c2)cc1
-5	97	O=C(NCc1ccccc1)C(c1cccnc1)N(Cc1ccco1)C(=O)c1ccccn1 (centres undefined)
12	/	C=CCn1c(Cc2ccccc2)nnc1SCC(O)Cn1c2ccccc2c2ccccc21 (centres undefined)
3	/	CCN(CC)C(NC(=O)C(C)(C)C)C(Cl)(Cl)Cl (centres undefined)
12	71	CC(OC(=O)c1cccc(NS(C)(=O)=O)c1)C(=O)Nc1ccc(N2CCOCC2)cc1 (centres undefined)
5	61	CCOc1ccc(NC(=O)C/C(N)=N/O)cc1
/	92	CN(C)CCC(c1ccc(Cl)cc1)c1ccccn1 (centres undefined)
9	/	N#C/C(=C/c1ccc(-c2ccccc2C(=O)O)o1)C(=O)Nc1ccc2ccccc2c1
-6	/	CC1=NN(c2cccc(Cl)c2)C(=O)/C1=C\c1c(C)[nH]n(-c2ccccc2)c1=O
4	66	CCOC(=O)c1c(NC(=O)c2cc(C3CC3)on2)sc(C(C)=O)c1C
-18	/	CN1CCN(c2ccc([N+](=O)[O-])cc2/C=N/NC(=O)CCc2ccccc2O)CC1
-5	/	Cc1cc(/C=N\NC(=O)c2ccco2)c(C)n1-c1cccc(Cl)c1
6	110	CC(=O)N1CCc2[nH]c3ccccc3c2C1
8	96	O=C(CCc1nc2ccccc2c(=O)[nH]1)NC1CCN(Cc2ccccc2)CC1
7	84	CCOc1ccc(C2CC(c3ccc(CC)cc3)Nc3nc(N)nn32)cc1 (centres undefined)
-11	/	CCn1c2ccccc2c2cc(CN3CCN(Cc4cc(OC)c(OC)cc4OC)CC3)ccc21
-2	/	NC(=O)c1ccccc1NC(=O)Nc1ccc(Cl)cc1

# Compound profiles, from the list above. Order of values: HePTP inh	BAP1 inh
# CCOc1ccc(C2CC(c3ccc(CC)cc3)Nc3nc(N)nn32)cc1 (centres undefined) in the list: 7	84
# O=C(Nc1ccc(-c2csc(-c3ccccc3)n2)cc1)c1ccc(Br)cc1 in the list: /	104

# Other entries
HePTP inh	BAP1 inh	canonical_smiles
8	76	CSc1nc2[nH]c3c(c2c2ncnn12)CCCC3
8	92	O=C(Cn1ncn2cccc2c1=O)N1CCCCC1
/	86	OCC1NC[C@@H](O)C(O)[C@@H]1O (some centres undefined)
9	92	O=C1C2C3C=CC(C3)C2C(=O)N1c1ccccc1 (centres undefined)
-3	/	COc1ccc(C2/C(=C(\O)c3ccc(F)cc3)C(=O)C(=O)N2c2ccccn2)cc1OC (centres undefined)
/	340	COC(=O)c1sc2ccccc2c1NC(=O)c1ccc(C)cc1
8	/	Cc1ccc(Nc2nnc(-c3ccc(C(=O)NCCO)cc3)c3ccccc23)c(C)c1
/	81	COc1ccc(Nc2nnc(-c3cc4c(ccc5ccccc54)oc3=O)s2)cc1
/	275	CC(C)N1CC2(c3ccccc31)N1CC3(C)CN2CC(C)(C1)C3=O (centres undefined)
7	/	COc1ccc(CSc2nc3ccc(Br)cc3c(=O)n2-c2ccccc2)cc1
-1	75	CC(=O)c1oc2ccccc2c1N
-10	/	O=C(COc1ccccc1)Nc1ccc(Cl)cc1[N+](=O)[O-]
9	92	CCOCCCNC(=O)c1cc2c(-c3ccc(Cl)cc3)nn(C)c2s1
5	91	O=C(NCc1cccnc1)c1ccc2c(=O)n(CCCN3CCCC3=O)c(=S)[nH]c2c1
-3	/	COc1ccc([N+](=O)[O-])cc1C1NN=C(c2ccccc2)S1 (centres undefined)
-4	93	CC(=O)Nc1nonc1-c1nc2ccccc2n1Cc1ccccn1
3	128	O=C(CSc1nccn1-c1ccc(Cl)cc1)Nc1ccc2c(c1)OCO2
5	104	COC(=O)CSc1nnc(-c2cccnc2)n1-c1cc(OC)cc(OC)c1
-8	98	Cc1cc2c(c(=O)n1C1CC1)C(c1cccc(Cl)c1)C(C#N)=C(N)O2 (centres undefined)
7	/	O=C(CSc1nc2ccccc2c(=O)n1-c1ccccc1)Nc1ccccc1Cl
-2	82	CNC(=O)CN(C#N)c1nc(N(C)C)nc(N(C)C)n1
20&3	94	Cc1ccccc1-c1nc(Cc2ccccc2)no1
5	/	C/C(=N\N1CCN(c2ccccc2)CC1)c1ccccc1O
6	/	O=C1C(=O)N(CC2CCCO2)C(c2ccccc2F)/C1=C(/O)c1ccccc1 (centres undefined)
-9	91	CCOC(=O)c1ccc(-n2c(=S)sc3c(=O)[nH]c(C)nc32)cc1
